# Screens: PubChem BioAssay, National Center for Advancing Translational Sciences (NCATS)
# TbPYK inhibitor – inhibitors of Trypanosoma brucei pyruvate kinase. Q57TT1. hit rate 0.12% among 410,000. AID 624173. TbPYK enzyme, Kinase-Glo Plus ATP luminescence, 45 min. Potency, µM (highest dose often 76.8 µM), without a hit: top-dose activity, negative = inhibition, usual class: inhibitors; also: potency is read from the fitted curve at half-maximal effect; nearly all actives have a fitted effect of over 50% in size
#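 Quantitative HTS: titrated library compounds versus trypanosomal pyruvate kinase in TEA buffer (pH 7.2) containing KCl, MgCl2, BSA and Tween-20. Reactions were initiated with ADP, 130 uM final. Kinase-Glo Plus luminescence was read after 45 min at RT.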
# HCMV inh – human cytomegalovirus inhibition. HFF cells, HCMV-luciferase reporter, 72 h; active compounds read low. activity change, negative = inhibition, % at 57.5 µM. hit rate 4.5% among 410,000; in the data active = activity change below about -60%; inconclusive = no clear call, values can overlap the other calls; inactive = above about -39%
#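 Two-dose cell screen: HFF monolayers treated with compounds and infected with luciferase-expressing HCMV at 1 PFU/cell, 72 h at 37C, then lysed for luciferase measurement.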
# AmpC detergent – AmpC beta-lactamase inhibition with detergent present; P00811; AmpC hydrolysis of nitrocefin, absorbance 480 nm, 0.01% Triton; Potency, µM (series often up to 114 µM), for inactives: at the top dose activity change, negative = inhibition, most hits filed as inhibitors; hit rate 0.041% among 370,000; AID 485294;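 also: potency is read from the fitted curve at half-maximal effect; 0% = no-compound wells and -100% = no-enzyme wells; nearly all actives have a fitted effect of over 25% in size; some results filed as inactive show a strong effect at the top dose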
# Target sequence (P00811 whole entry, looked up): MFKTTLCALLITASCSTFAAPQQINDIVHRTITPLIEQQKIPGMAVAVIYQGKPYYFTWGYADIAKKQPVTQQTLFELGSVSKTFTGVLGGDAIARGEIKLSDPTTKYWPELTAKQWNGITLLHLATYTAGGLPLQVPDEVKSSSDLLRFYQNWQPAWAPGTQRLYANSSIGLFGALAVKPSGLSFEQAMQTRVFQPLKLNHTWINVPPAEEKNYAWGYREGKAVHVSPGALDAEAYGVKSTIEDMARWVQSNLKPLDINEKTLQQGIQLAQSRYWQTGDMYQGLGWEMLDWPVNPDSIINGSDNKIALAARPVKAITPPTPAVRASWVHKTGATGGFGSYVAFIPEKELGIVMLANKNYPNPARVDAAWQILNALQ
#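 AmpC (5.3 nM in the dispensed reagent) in 20 mM phosphate pH 7.0 with 0.01% (detergent screen) or 0.0001% Triton X-100 was preincubated with compounds for 15 min at room temperature. Nitrocefin was then added from an 800 uM solution, and hydrolysis was followed at 480 nm.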
# AmpC inh no detg – inhibitors of E. coli AmpC beta-lactamase without detergent; P00811; AmpC nitrocefin hydrolysis, absorbance 480 nm, 0.0001% Triton; hit rate 0.52% among 330,000; Potency, µM (series often up to 57.1 µM), for inactives: at the top dose activity change, negative = inhibition, hits mostly inhibitors; AID 485341;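 also: potency is read from the fitted curve at half-maximal effect; plate controls were no compound for no effect and no enzyme for full effect; nearly all actives have a fitted effect of over 20% in size; some results filed as inactive show a strong effect at the top dose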
#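 AmpC (5.3 nM in the dispensed reagent) in 20 mM phosphate pH 7.0 with 0.01% (detergent screen) or 0.0001% Triton X-100 was preincubated with compounds for 15 min at room temperature. Nitrocefin was then added from an 800 uM solution, and hydrolysis was followed at 480 nm.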
# AMA1-RON2 inh – disrupts binding of P. falciparum AMA1 to RON2; AlphaScreen AMA1-biotinylated RON2 peptide binding; Potency, µM (titrated, usually from 58.2 µM), without a hit: at the highest dose activity change, negative = inhibition, actives largely listed as inhibitors; hit rate 0.2% among 360,000;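 also: potency is read from the fitted curve at half-maximal effect; 0% = vehicle wells and -100% = peptide control; nearly all actives have a fitted effect of over 45% in size; some results filed as inactive show a strong effect at the top dose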
#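 AMA1 (3D7) with his tag at 25 nM final met compounds first, then biotinylated RON2 peptide at 25 nM; detection used donor plus acceptor beads, 10 µg/mL apiece, read by AlphaScreen after 30 min at room temperature.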
# Sm TGR inh – blocks Schistosoma mansoni thioredoxin glutathione reductase | Potency, µM (series often up to 114 µM), for inactives: at the highest dose activity change, negative = inhibition, usual class: inhibitors | Q962Y6 | purified TGR, DTNB reduction, TNB absorbance 405 nm | AID 485364 | hit rate 3% among 360,000; also: potency is read from the fitted curve at half-maximal effect; nearly all actives have a fitted effect of over 60% in size
#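 Kinetic colorimetric format: TGR-catalysed, NADPH-driven DTNB reduction monitored via TNB absorbance. Enzyme dispensed at 20 nM; compound exposure 15 min at room temperature before reaction start.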
# LmPK inhibitor – inhibitors of Leishmania mexicana pyruvate kinase | Potency, µM (highest dose often 57.5 µM), inactives show top-dose activity change, negative = inhibition, hits mostly inhibitors | purified LmPK, Kinase-Glo ATP luminescence, 1 h | hit rate 0.37% among 290,000 | AID 1721 | Q27686; also: potency is read from the fitted curve at half-maximal effect
# Target sequence (Q27686 whole entry, looked up): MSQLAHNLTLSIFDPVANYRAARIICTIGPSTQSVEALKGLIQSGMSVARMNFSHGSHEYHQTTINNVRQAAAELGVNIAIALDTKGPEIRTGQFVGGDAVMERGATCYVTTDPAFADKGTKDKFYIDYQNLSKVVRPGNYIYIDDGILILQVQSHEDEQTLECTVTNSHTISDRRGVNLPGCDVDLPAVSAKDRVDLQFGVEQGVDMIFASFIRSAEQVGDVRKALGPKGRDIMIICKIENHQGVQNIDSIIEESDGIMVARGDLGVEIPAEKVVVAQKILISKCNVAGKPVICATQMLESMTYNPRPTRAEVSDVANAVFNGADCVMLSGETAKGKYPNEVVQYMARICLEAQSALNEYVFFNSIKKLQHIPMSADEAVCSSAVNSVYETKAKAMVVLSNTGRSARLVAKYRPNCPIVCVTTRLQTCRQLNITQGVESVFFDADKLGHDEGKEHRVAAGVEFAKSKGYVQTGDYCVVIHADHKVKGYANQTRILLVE
#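 qHTS format; LmPK 0.1 nM; substrates PEP 0.5 mM and ADP 0.1 mM. One-hour room-temperature incubation, then coupled luciferase luminescence; 0.5 nM enzyme wells mark activation.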
# * marks the source's active call; other numbers are inactive results; ? = inconclusive; · = not tested or not shown; & = joins results of further samples; [ ] = dose if it differs, or a comment. Unless noted, calls follow the shape of the dose curve; as a rule, active = well fitted curve in the direction sought with a large enough effect; inconclusive = small, poorly fitted or top-dose-only effect, or another doubt; inactive = no such curve, though single readings can be large; an effect the other way counts as inactive or inconclusive. Unless noted, % is scaled to controls: 0 for no effect and ±100 for the full control effect. Not a hit list, and some 7.4% of all compounds hit somewhere here.
no.	Structure	TbPYK inhibitor	HCMV inh	AmpC detergent	AmpC inh no detg
1	CCCC(=O)Nc1ccc(NC(=O)c2ccccc2OC)cn1	-3%	-28	2%	5%
2	O=C(Nc1ccc2c(c1)OCCO2)c1cnccn1	-6%	123	3%	-16%
3	CC(C)C(NC(=O)C(Cc1ccccc1)NC(=O)OCc1ccccc1)C(=O)O (stereo not given)	-13%	?	4%	-14%
4	Cc1cc(C)cc(OCC(=O)NCCc2nc3ccccc3[nH]2)c1	-6%&-4%	8&50	-3%&-10%	27%
5	CS(=O)(=O)Nc1ccc(Cc2ccc(NS(C)(=O)=O)cc2)cc1	5%	-21	?	-19%
6	CCc1cc2cc(C)cc(C)c2nc1SCC(=O)NNC(=O)c1ccco1	-3%	-36	-6%	-17%
7	Cc1nc2ncccn2c1-c1csc(Nc2ccc(N(C)C)cc2)n1	5%	-65*	-1%	7%
8	CC(C)(C)c1cc(Cl)ccc1OCCn1ccnc1	-6%	-26	-1%	56%
9	CCOC(=O)C1(Cc2ccc(OC)cc2)CCN(C(=O)CN2CCOC2=O)CC1	-3%	?	6%	2%
10	Cc1ccc(S(=O)(=O)N2CCC[C@H]2C(=O)NC2=NCCS2)cc1	0%	30	·	·
11	O=C1Nc2ccccc2/C1=N\N=C\c1ccc(O)c(O)c1	?	95	-5%	-45%
12	CCC1CCCCN1C(=O)CSc1nnc(-c2cccc(Cl)c2)o1 (stereo not given)	-6%	27	?	5µM*

no.	AMA1-RON2 inh	Sm TGR inh	LmPK inhibitor
1	-15%	0%	0%
2	5%	0%	?
3	18%	4%	0%
4	5%	59%&-14%[activator]	5%
5	-5%	-25%	-4%
6	104%[activator]	-2%	-4%
7	14µM*	·	2%
8	?	6%	-8%
9	-8%	5%	-5%
10	-3%	·	·
11	-25%	-25%	-15%
12	-7%	0%	3%

# (cont.)
no.	Structure	TbPYK inhibitor	HCMV inh	AmpC detergent	AmpC inh no detg
13	O=C1CSC(=S)N1Cc1ccccc1	3%	?	·	·
14	CCOc1ccc(NC(=O)C2CCCN2S(=O)(=O)c2ccc(OCC)cc2)cc1 (stereo not given)	-8%	191	-3%	9%
15	CCCC(=O)Nc1ccc(-c2csc(-c3cccnc3)n2)cc1	-4%	15	4%	-5%
16	CCOc1ccc(C(=O)Nc2cccc(NC(=O)c3ccc(Cl)cc3Cl)c2)cc1	4%	14	-8%	·
17	CN(C)c1ccc(NC(=O)Nc2ccc3c(c2)c(=O)n(C)n3Cc2ccc(Cl)cc2)cc1	-6%	-88*	·	·
18	Cn1c(=O)c2c(nc(N3CCN(Cc4ccccc4)CC3)n2CCCc2ccccc2)n(C)c1=O	3%	-12	3%	9%
19	CCN(CC)CCCn1c(C)cc2c(c1=O)C(c1ccc(OC)c(OC)c1OC)C(C#N)=C(N)O2 (stereo not given)	0%	-31	-4%	-15%
20	O=C(O)c1ccc(Nc2c3ccccc3nc3ccccc23)cc1	-19%	-10	-4%	1%
21	O=C(N/N=C/c1ccccc1)c1ccc(N2CCCC2=O)cc1	-1%	90	·	·
22	Cc1ccc(CCNS(=O)(=O)c2ccc3c(c2)C(C(C)C)C(=O)N3)cc1 (stereo not given)	4%	-10	16%	·
23	COC(=O)C1=C(c2ccc(F)cc2OCc2ccccc2)C[C@@H]2CC[C@H]1N2C(=O)N1CCC(O)(c2ccc(Cl)cc2)CC1	-2%	-17	·	29%
24	CSc1ccccc1NC(=O)CN1CCN(c2ccccn2)CC1	-3%	-63*	2%	30%

no.	AMA1-RON2 inh	Sm TGR inh	LmPK inhibitor
13	18%	·	·
14	16%	5%	-1%
15	1%	-1%	3%
16	·	-1%	·
17	?	·	·
18	-3%	6%	3%
19	4%	16%	2%
20	-3%	-10%	0%
21	71%[activator]	·	·
22	·	5%	·
23	-3%	·	·
24	0%	36%	0%

# Carrying on.
no.	Structure	TbPYK inhibitor	HCMV inh	AmpC detergent	AmpC inh no detg
25	CCOC(=O)CC(=O)CSc1ccc2nnc(-c3ccc(F)cc3)n2n1	1%	-20	-13%	11%
26	CCOc1ccc(OCC(=O)OCC(=O)NCC2CCCO2)cc1 (stereo not given)	5%	-23	4%	2%
27	Cc1cccc(N2CCN(C(=O)Cn3cccc3C(=O)c3ccccc3)CC2)c1C	0%	37	-16%	6%
28	COc1cccc(NC(=O)CSc2nnc(-c3ccc(C)cc3)o2)c1	-6%	171	?	-38%
29	CC1=C(C(=O)Nc2cc(C(=O)NCCCOC(C)C)ccc2C)SCCO1	1%	16	0%	-1%
30	Cc1ccc(S(=O)(=O)CC(=O)c2ccc3c(c2)OCCO3)cc1	-1%	11	7%	-31%
31	O=C1CCN(CCc2ccccc2)CCN1[C@H](CSc1ccccc1)Cc1ccccc1	-10%	14	-10%	47%
32	C/C(=N/Nc1nc(C)c(C)s1)c1cccc([N+](=O)[O-])c1	-16%	6	?	-15%
33	O=C(Nc1ccccc1)c1ccc(-c2ccccc2Cl)o1	2%	51	?	-12%
34	CCc1ccc(C(=O)N/N=C(\C)c2cccnc2)s1	-2%	15	3%	174%[activator]
35	Cc1cc[n+](-c2nc3ccccc3nc2C(=C=[N-])C#N)cc1	-3%	?	-3%	-25%
36	COc1cc(SC)ccc1C(=O)OC(C)C(=O)Nc1ccc(NC(C)=O)cc1 (stereo not given)	-9%	-33	-12%	4%

no.	AMA1-RON2 inh	Sm TGR inh	LmPK inhibitor
25	3%	0%	3%
26	1%[11.6 µM]	4%	·
27	-12%	15%	3%
28	0%	-1%	10%
29	-8%	-15%	-9%
30	1%	-30%	-2%
31	-5%	?	-6%
32	80%[activator]	?	-4%
33	-7%	-2%	-8%
34	38%[activator]	0%	-5%
35	0%	-12%	-11%
36	-13%	2%	-1%

# Some values from the list.
# Reading of `Cc1cc[n+](-c2nc3ccccc3nc2C(=C=[N-])C#N)cc1` in AMA1-RON2 inh: 0%
# Reading of `Cc1ccc(S(=O)(=O)CC(=O)c2ccc3c(c2)OCCO3)cc1` in AmpC inh no detg: -31%
# Reading of `O=C1CCN(CCc2ccccc2)CCN1[C@H](CSc1ccccc1)Cc1ccccc1` in AmpC inh no detg: 47%

# Reprinted at random: 2 entries already listed, in no set order.
no.	Structure	TbPYK inhibitor	HCMV inh	AmpC detergent	AmpC inh no detg
5	CS(=O)(=O)Nc1ccc(Cc2ccc(NS(C)(=O)=O)cc2)cc1	5%	-21	?	-19%
31	O=C1CCN(CCc2ccccc2)CCN1[C@H](CSc1ccccc1)Cc1ccccc1	-10%	14	-10%	47%

no.	AMA1-RON2 inh	Sm TGR inh	LmPK inhibitor
5	-5%	-25%	-4%
31	-5%	?	-6%

# (more compounds)
no.	Structure	TbPYK inhibitor	HCMV inh	AmpC detergent	AmpC inh no detg
37	CN(C)CCCNCC(=O)c1c(-c2ccccc2)n(C)c2ccccc12	2%	29	?	9%
38	Cc1nc2ccc(NC(=O)c3ccc(F)c(S(=O)(=O)N4CCOCC4)c3)cc2s1	-2%	-11	3%	1%
39	O=S(=O)(c1cccc(-c2n[nH]c(=S)o2)c1)N1CCOCC1	-25%	-21	1%	72%[activator]
40	CC1CCCCC1NC(=O)CCCCCn1c(=S)[nH]c2ccsc2c1=O (stereo not given)	?	-17	0%	-35%
41	CN(C)CCNC(=O)CNC(=S)N(Cc1ccccc1)Cc1cccnc1	6%	-20	-6%	-19%
42	CCc1ccc(OCC(=O)NNC(=O)c2c(CC)noc2C)cc1	4%	-18	-13%	-20%
43	CN(Cc1ccc(Cl)cc1Cl)C(=O)CN1C(=O)NC2(CCCC2)C1=O	-17%	-4	?	1%
44	C/C(N)=C(/C#N)C(=O)CSc1nnc(Cc2ccccc2F)n1N	1%&-4%	-26&-11	2%	-21%
45	CCOC(=O)c1cc(COc2cc(Cl)cc(Cl)c2)on1	-3%	·	3%	-6%
46	CC1CCN(C(=O)CSc2nnc(-c3ccncc3)n2C)CC1	-1%	-4	0%	-6%
47	COc1ccc(C(=O)C2CCCN(Cc3cc(C)c(O)c(C)c3)C2)c(OC)c1 (stereo not given)	2%	10	-13%	4%
48	O=C1CC(NS(=O)(=O)c2cccnc2)CN1c1ccc(Cl)cc1 (stereo not given)	1%	?	?	-8%

no.	AMA1-RON2 inh	Sm TGR inh	LmPK inhibitor
37	?	50µM*	-11%
38	0%	-25%	1%
39	12%	-24%	-2%
40	116%[activator]	3%	-26%
41	-8%	-8%	-1%
42	55%[activator]	-2%	·
43	10%	-2%	·
44	4%&-2%	-27%	6%
45	-8%	29%	-1%
46	21%	-6%	6%
47	1%	-31%	4%
48	12%	-15%	·

# (list continues)
no.	Structure	TbPYK inhibitor	HCMV inh	AmpC detergent	AmpC inh no detg
49	COc1ccc(-c2[nH]ncc2/C=N/NC(=O)c2cccc([N+](=O)[O-])c2)cc1OC	-3%	-33	2%	-7%
50	Cn1c(=O)n(C)c2cc(CNCCc3ccccc3F)ccc21	1%	25	-6%	·
51	COC(=O)C1CCN(C(=O)CN(C)Cc2ccc(C(C)(C)C)cc2)CC1	0%	?	0%	106%[activator]
52	CCOC(OCC)P(=O)(C(C)C)C(C)C	2%	-26	-7%	-13%
53	COc1ccc(N2C(=O)C(Cl)=C(N3CCOCC3)C2=O)cc1	-4%	-4	-20%	-1%
54	CC(C)N(C(=O)CN1CCC(c2nc3ccccc3[nH]2)CC1)C(C)C	-2%	-19	-7%	-13%
55	CC(=O)Nc1ccc(S(=O)(=O)NCc2csc(C)n2)cc1	0%	35	2%	-13%
56	CC(C)CNS(=O)(=O)c1ccc(OCC(=O)Nc2ccc(F)cc2F)cc1	9%	-26	-4%	-4%
57	COc1cccc(CNC(=O)C(C)n2nc(C)n3c(cc4occc43)c2=O)c1 (stereo not given)	-2%	12	-2%	-11%
58	CCC(Sc1nc2ccsc2c(=O)n1-c1ccc(Cl)c(C)c1)C(=O)NCc1ccco1 (stereo not given)	-18%	?	-4%	-42%

no.	AMA1-RON2 inh	Sm TGR inh	LmPK inhibitor
49	64%[activator]	8%	0%
50	·	-7%	·
51	-2%	2%	-4%
52	-1%	0%	0%
53	-10%	-5%	-7%
54	20%	-7%	-7%
55	9%	3%	2%
56	11%	-1%	-7%
57	-11%	0%	-9%
58	-11%	?	-5%
